Screening results (PubChem)
HTT cytoprotect = cytoprotection in Huntington HTT-Q103 PC12 cell model; Potency, µM (doses to about 56.4 µM), for the others: cytoprotection (ATP increase), hits mostly activators; AID 1471; PC12 HTT-Q103 induced, cytoprotection, ATP luminescence, 40 h; actives 0.14% (n = 230,000);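 also: % of control where 0% means no effect; nearly all actives have a fitted effect of over 45% in size; toxic huntingtin expression switched on by the ecdysone agonist tebufenozide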
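ATP quantification (ATPlite) reports survival of PC12 cells in which tebufenozide, 100 nM final, switches on Htt exon 1 with 103 glutamines linked to GFP; compounds are titrated.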
GAA inhib = alpha-glucosidase (human) inhibition. P10253. actives 0.005% (n = 200,000). purified human GAA, 4-MU-alpha-glucoside fluorescence. AID 1466. Potency, µM (top dose mostly 76.9 µM), for inactives: at the highest dose activity change, negative = inhibition, actives largely listed as inhibitors;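 also: plate controls were uninhibited enzyme wells for no effect and no-enzyme background for full effect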
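Enzyme (4 nM final) mixed with compound (up to 77 uM), then 4-MU-alpha-D-pyranoside (400 uM final) added; 20 min at room temperature, pH 5.0. Reaction stopped at pH 10, fluorescence read, AC50 derived by Hill fit.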
GLA spleen mod = inhibitors or activators of human alpha-galactosidase in spleen homogenate | human spleen homogenate, 4MU-alpha-Gal fluorescence, 40 min | Potency, µM (highest dose often 80 µM), for inactives: top-dose activity change, negative = inhibition, actives largely listed as inhibitors | actives 0.008% (n = 240,000) | AID 2107;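 also: 0% = enzyme with vehicle and -100% = no enzyme basal signal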
Target sequence (P06280 32-429 limits assumed): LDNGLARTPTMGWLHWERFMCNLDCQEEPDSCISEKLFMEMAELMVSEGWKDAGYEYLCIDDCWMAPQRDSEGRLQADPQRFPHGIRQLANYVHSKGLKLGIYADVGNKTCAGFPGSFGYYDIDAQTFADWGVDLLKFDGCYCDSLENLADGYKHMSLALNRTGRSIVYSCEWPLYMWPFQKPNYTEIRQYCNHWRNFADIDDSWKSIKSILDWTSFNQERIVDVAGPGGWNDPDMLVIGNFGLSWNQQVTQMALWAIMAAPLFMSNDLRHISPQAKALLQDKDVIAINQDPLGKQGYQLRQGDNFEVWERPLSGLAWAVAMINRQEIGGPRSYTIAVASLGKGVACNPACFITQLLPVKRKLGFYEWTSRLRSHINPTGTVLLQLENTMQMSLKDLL
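Human spleen homogenate (1 ug) as enzyme source, 4-methylumbelliferyl-alpha-D-galactopyranoside 1 mM final, citrate/phosphate pH 5.0 with 0.01% Tween-20. Compounds 40 min at 37C, NaOH/glycine stop; fluorescence Ex 365/Em 440, Hill-fit AC50.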
GAA spleen mod = inhibitors or activators of human alpha-glucosidase in spleen homogenate. P10253. AID 2112. Potency, µM (series often up to 79.9 µM), for the others: at the highest dose activity change, negative = inhibition, hits mostly inhibitors. human spleen homogenate, 4-MU-alpha-glucoside fluorescence. actives 0.006% (n = 240,000);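 also: 0% = enzyme with vehicle and -100% = no enzyme basal signal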
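AC50 values come from Hill-equation fits of concentration-response data, normalized to no-enzyme and full-activity controls. Enzyme source: 1 ug human spleen homogenate; 1 mM fluorogenic 4-MU glucoside, pH 5.0 citrate buffer, 37 C, 40 min.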
Tau fibril ThT = inhibitors of human tau fibril formation, thioflavin T binding | P10636 | actives 2.1% (n = 270,000) | recombinant tau K18 P301L, heparin-induced fibrillization, ThT fluorescence | Potency, µM (highest dose often 57.4 µM), for inactives: at the highest dose activity, negative = inhibition, hits mostly inhibitors; also: % is scaled to controls: 0 for no effect and ±100 for the full control effect; nearly all actives have a fitted effect of over 55% in size
Target sequence (P10636 561-689 P618L limits assumed): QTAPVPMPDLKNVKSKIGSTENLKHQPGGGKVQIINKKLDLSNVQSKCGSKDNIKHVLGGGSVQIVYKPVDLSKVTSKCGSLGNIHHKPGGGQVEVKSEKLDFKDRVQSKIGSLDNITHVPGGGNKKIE
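Aggregation was driven by heparin (20 uM final) acting on recombinant tau […] bearing P301L in 100 mM sodium acetate pH 7; fibrils were detected with Thioflavin T.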
Tau FP inhib = blocks human tau fibril formation measured by polarization; P10636; AID 1468; actives 0.39% (n = 280,000); Potency, µM (doses to about 57.7 µM), without a hit: at the top dose activity, negative = inhibition, actives largely listed as inhibitors; K18 P301L tau heparin fibrillization, Alexa594 FP, 6 h; also: % is scaled to controls: 0 for no effect and ±100 for the full control effect; nearly all actives have a fitted effect of over 55% in size
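Heparin (20 uM) drove fibril formation of recombinant tau K18 P301L, 15 uM unlabeled with 0.24 uM Alexa 594 label, for 6 hr at 37 C in 100 mM sodium acetate pH 7. Fluorescence polarization (555/632 nm) read 1 hr after 30 uM ThT.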
GAA glycogen = GAA glycogen-cleavage inhibition or activation. recombinant GAA, glycogen substrate, Amplex Red glucose oxidase fluorescence. Potency, µM (doses to about 76.4 µM), for the others: top-dose activity change, negative = inhibition, actives largely listed as inhibitors. actives 0.38% (n = 300,000). AID 2100;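 also: 0% = full enzyme reaction and -100% = no-enzyme basal signal; the screen sought inhibitors and activators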
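Recombinant human enzyme (4 nM); glycogen substrate; 37 C, 40 min, pH 5.0. Readout: coupled glucose oxidase/Amplex Red fluorescence.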
Tau fluor counter = counter-screen for tau fibril formation inhibitors; Potency, µM (series often up to 57.7 µM), for the others: at the top dose activity change, negative = decrease; actives 0.93% (n = 280,000); AID 1463; tau K18 P301L (four-repeat tau fragment) Alexa594 fluorescence, heparin fibrillization; also: % is scaled to controls: 0 for no effect and ±100 for the full control effect; nearly all actives have a fitted effect of over 55% in size
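Human K18 P301L tau (15 uM unlabeled plus 0.24 uM Alexa 594-labeled, final) in 100 mM sodium acetate pH 7 was mixed with compound and 20 uM heparin and incubated 6 hr at 37 C.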
Numbers without * were called inactive; & = joins results of further samples; [ ] = another dose, or the depositor's remark. Calls follow the shape of the dose curve; as a rule, active = well fitted curve in the direction sought with a large enough effect; inconclusive = small, poorly fitted or top-dose-only effect, or another doubt; inactive = no such curve, though single readings can be large; an effect the other way counts as inactive or inconclusive. Potency is read from the fitted curve at half-maximal effect. Rows are unselected; any-hit rate near 3.3%.

Results for CC(=O)Nc1ccc(N2C(=O)CC(c3ccccc3)CC2=O)cc1 ?
HTT cytoprotect: 9%; GAA inhib: 0%; GLA spleen mod: 1%; GAA spleen mod: -2%; Tau fibril ThT: 0%; Tau FP inhib: -3%; GAA glycogen: 7%; Tau fluor counter: 2%

Results for CCCc1nnc(NC(=O)C(C)N2C(=O)C3C4C=CC(C4)C3C2=O)s1 (stereo unspecified) ?
HTT cytoprotect: -8%[10 µM]; GAA inhib: -2%; GLA spleen mod: 4%; GAA spleen mod: -1%; Tau fibril ThT: -9%; Tau FP inhib: -1%; GAA glycogen: -5%; Tau fluor counter: -6%

How did O=S1(=O)c2ccccc2N=NN1Cc1ccc(Cl)c(Cl)c1 do in these assays?
HTT cytoprotect: -24%; GAA inhib: -4%; GLA spleen mod: -3%; GAA spleen mod: -1%; Tau fibril ThT: inconclusive; Tau FP inhib: -9%; GAA glycogen: -10%; Tau fluor counter: -20%

How did O=C(c1ccc2c(c1)OCCO2)N1CCCCC1 do in these assays?
HTT cytoprotect: 13%&-3%[1.9 µM]; GAA inhib: -3%; GLA spleen mod: -2%; GAA spleen mod: -13%; Tau fibril ThT: -3%; Tau FP inhib: -2%; GAA glycogen: -1%; Tau fluor counter: 1%

How did COc1ccccc1Nc1nc(NCCO)c2ccccc2n1 do in these assays?
HTT cytoprotect: -15%[10 µM]; GAA inhib: 5%; GLA spleen mod: -3%; GAA spleen mod: -11%; Tau fibril ThT: -6%; Tau FP inhib: 4%; GAA glycogen: 9%; Tau fluor counter: 0%

Results for CC(=O)COc1ccccc1OC(=O)c1ccco1 ?
HTT cytoprotect: -6%; GAA inhib: -10%; GLA spleen mod: 5%; GAA spleen mod: 6%; Tau fibril ThT: -11%; Tau FP inhib: 7%; GAA glycogen: 6%; Tau fluor counter: -4%

What do the screens show for `CCOC(=O)c1cc(C#N)c(C)nc1N(CC)CC`?
HTT cytoprotect: 4%[10 µM]; GLA spleen mod: -11%; GAA spleen mod: -1%; Tau fibril ThT: -4%; Tau FP inhib: 1%; GAA glycogen: 5%; Tau fluor counter: 6%

How did COc1ccc(CCNC(=O)c2nn(C)cc2Cl)cc1 do in these assays?
HTT cytoprotect: 18%[10 µM]; GAA inhib: -3%; GLA spleen mod: 0%; GAA spleen mod: 4%; Tau fibril ThT: -16%; Tau FP inhib: -3%; GAA glycogen: 1%; Tau fluor counter: -12%

How did CC(=O)c1cc2c(cc1NC(=O)C1CCC1)OCO2 do in these assays?
HTT cytoprotect: -13%[10 µM]; GAA inhib: -5%; GLA spleen mod: 6%; GAA spleen mod: -1%; Tau fibril ThT: 0%; Tau FP inhib: 5%; GAA glycogen: -15%; Tau fluor counter: -3%

What do the screens show for `Cc1ccc2nc(C3CCN(C(=O)NCc4ccccc4)CC3)[nH]c2c1`?
HTT cytoprotect: -24%; GAA inhib: 1%; GLA spleen mod: 9%; GAA spleen mod: 4%; Tau fibril ThT: -4%; Tau FP inhib: 4%; GAA glycogen: 6%; Tau fluor counter: 0%

How did CC(/C=C/c1ccc(Cl)o1)=C\C(=O)O do in these assays?
HTT cytoprotect: 0%[0.074 µM]; GAA inhib: -4%; GLA spleen mod: 3%; GAA spleen mod: -2%; Tau fibril ThT: inconclusive; Tau FP inhib: inconclusive; GAA glycogen: -2%; Tau fluor counter: -14%

How did CCOc1ccc(-c2nnc(N3CCCCC3)c3ccccc23)cc1 do in these assays?
HTT cytoprotect: -38%; GAA inhib: -6%; GLA spleen mod: 6%; GAA spleen mod: -9%; Tau fibril ThT: inconclusive; Tau FP inhib: 2%; GAA glycogen: -2%; Tau fluor counter: 0%

What do the screens show for `COc1ccc(-c2cnc(SCC(=O)Nc3nc(C(C)(C)C)cs3)n2Cc2ccco2)cc1`?
HTT cytoprotect: 4%[10 µM]; GAA inhib: -9%; GLA spleen mod: -17%; GAA spleen mod: -10%; Tau fibril ThT: inconclusive; Tau FP inhib: -3%; GAA glycogen: -7%; Tau fluor counter: -20%

How did CCNC(=O)CSc1nnc(-c2ccc(OC)cc2)n1CC(C)C do in these assays?
HTT cytoprotect: 2%; GAA inhib: -3%; GLA spleen mod: -1%; GAA spleen mod: 2%; Tau fibril ThT: -5%; Tau FP inhib: 0%; GAA glycogen: -4%; Tau fluor counter: -1%

How did Nc1cccc(C(=O)Nc2ccco2)c1 do in these assays?
HTT cytoprotect: -11%; GAA inhib: 0%; GLA spleen mod: -2%; GAA spleen mod: 4%; Tau fibril ThT: 1%; Tau FP inhib: 2%; GAA glycogen: -10%; Tau fluor counter: 12%

Results for COc1ccc(-c2c(C)nn3c(C(F)(F)F)cc(-c4ccccc4)nc23)cc1 ?
Tau fibril ThT: inconclusive; Tau FP inhib: -4%; GAA glycogen: -4%[76.3 µM]; Tau fluor counter: -19%

Results for COc1ccc(CNC(=O)COC(=O)c2ccc(F)c(S(=O)(=O)N3CCCCC3)c2)cc1OC ?
HTT cytoprotect: -7%[10 µM]; GLA spleen mod: 8%; GAA spleen mod: 1%; Tau fibril ThT: -11%; Tau FP inhib: -7%; GAA glycogen: -2%; Tau fluor counter: -26%

Results for CCC(c1nnnn1Cc1ccco1)N(CCc1ccccc1)Cc1cc2ccc(OC)cc2[nH]c1=O (stereo unspecified) ?
HTT cytoprotect: 7%[10 µM]; GAA inhib: -7%; GLA spleen mod: 5%; GAA spleen mod: 5%; Tau fibril ThT: -7%; Tau FP inhib: 6%; GAA glycogen: -1%; Tau fluor counter: -19%

Results for Cc1ccc(CN2CC(C(=O)Nc3ccc(F)c([N+](=O)[O-])c3)CC2=O)cc1 (stereo unspecified) ?
HTT cytoprotect: -13%; GAA inhib: inconclusive; GLA spleen mod: -2%; GAA spleen mod: 5%; Tau fibril ThT: -14%; Tau FP inhib: -6%; GAA glycogen: 3%; Tau fluor counter: inconclusive

Results for Cc1cc(N/C=C\c2nnnn2-c2ccc(F)cc2)no1 ?
GAA inhib: -3%; GLA spleen mod: 8%; GAA spleen mod: 4%; Tau fibril ThT: -2%; Tau FP inhib: 0%; GAA glycogen: -5%; Tau fluor counter: -6%

Filtered by structure, the compounds so far containing an NH in an aromatic ring.
What do the screens show for `Cc1ccc2nc(C3CCN(C(=O)NCc4ccccc4)CC3)[nH]c2c1`?
HTT cytoprotect: -24%; GAA inhib: 1%; GLA spleen mod: 9%; GAA spleen mod: 4%; Tau fibril ThT: -4%; Tau FP inhib: 4%; GAA glycogen: 6%; Tau fluor counter: 0%

Results for CCC(c1nnnn1Cc1ccco1)N(CCc1ccccc1)Cc1cc2ccc(OC)cc2[nH]c1=O (stereo unspecified) ?
HTT cytoprotect: 7%[10 µM]; GAA inhib: -7%; GLA spleen mod: 5%; GAA spleen mod: 5%; Tau fibril ThT: -7%; Tau FP inhib: 6%; GAA glycogen: -1%; Tau fluor counter: -19%

Back to the main list, starting 2 compounds before the break.
Results for Cc1ccc(CN2CC(C(=O)Nc3ccc(F)c([N+](=O)[O-])c3)CC2=O)cc1 (stereo unspecified) ?
HTT cytoprotect: -13%; GAA inhib: inconclusive; GLA spleen mod: -2%; GAA spleen mod: 5%; Tau fibril ThT: -14%; Tau FP inhib: -6%; GAA glycogen: 3%; Tau fluor counter: inconclusive

Results for Cc1cc(N/C=C\c2nnnn2-c2ccc(F)cc2)no1 ?
GAA inhib: -3%; GLA spleen mod: 8%; GAA spleen mod: 4%; Tau fibril ThT: -2%; Tau FP inhib: 0%; GAA glycogen: -5%; Tau fluor counter: -6%

Results for C=CCOc1ccccc1CN1CCSCC1 ?
HTT cytoprotect: 4%; GAA inhib: -16%; GLA spleen mod: 6%; GAA spleen mod: 10%; Tau fibril ThT: -7%; Tau FP inhib: -5%; GAA glycogen: -5%; Tau fluor counter: -6%

Results for Cc1cc(Nc2ccccc2)nn1C(=O)c1ccccc1 ?
HTT cytoprotect: -18%; GAA inhib: -9%; GLA spleen mod: 3%; GAA spleen mod: -5%; Tau fibril ThT: -13%; Tau FP inhib: 15%; GAA glycogen: -27%; Tau fluor counter: inconclusive

What do the screens show for `Cc1ccccc1CNC(=O)C(C)n1nc(C)n2c(cc3occc32)c1=O` (stereo unspecified)?
Tau fibril ThT: -14%; Tau FP inhib: -2%; GAA glycogen: 16%[76.3 µM]; Tau fluor counter: -17%

What do the screens show for `O=C(NCc1ccccc1F)c1ccc(S(=O)(=O)Nc2cccc(C(F)(F)F)c2)cc1`?
HTT cytoprotect: -19%[10 µM]; GAA inhib: -7%; GLA spleen mod: -10%; GAA spleen mod: 0%; Tau fibril ThT: 2%; Tau FP inhib: -3%; GAA glycogen: -4%; Tau fluor counter: -2%

What do the screens show for `O=c1oc2c(CN3CCOCC3)c(O)c(Cl)cc2c2c1CCC2`?
HTT cytoprotect: -11%; GAA inhib: inconclusive; GLA spleen mod: inconclusive; GAA spleen mod: inconclusive; Tau fibril ThT: 2%; Tau FP inhib: -1%; GAA glycogen: inconclusive; Tau fluor counter: -2%

Results for O=C(NCC1CC1)[C@H]1C[C@@H]1[C@H](NP(=O)(c1ccccc1)c1ccccc1)c1ccccc1 ?
HTT cytoprotect: -6%; GLA spleen mod: 7%; GAA spleen mod: -13%; Tau fibril ThT: -11%; Tau FP inhib: 7%; Tau fluor counter: -12%

What do the screens show for `CCCOc1ccccc1C1C(C(=O)OC)=CN(C(C)C)C=C1C(=O)OC`?
HTT cytoprotect: 5%[0.074 µM]; GAA inhib: inconclusive; GLA spleen mod: inconclusive; GAA spleen mod: 27%; Tau fibril ThT: -7%; Tau FP inhib: -9%; GAA glycogen: 0%; Tau fluor counter: -8%

What do the screens show for `O=C(CCc1nc2ccccc2[nH]c1=O)OCC(=O)c1ccc(Cl)cc1`?
HTT cytoprotect: 21%[10 µM]; GAA inhib: 2%; GLA spleen mod: 2%; GAA spleen mod: 6%; Tau fibril ThT: -13%; Tau FP inhib: -3%; GAA glycogen: 1%; Tau fluor counter: -1%
